Bioassay records from PubChem BioAssay.
Granule exo inh = blocks lytic granule exocytosis; AID 651702; inhibition, % at 10 µM; actives 0.66% (n = 360,000); TALL-104 LAMP-1 surface exposure, flow cytometry; cells stimulated with thapsigargin and PMA;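 active = inhibition above about 55%, limit read from the data; inconclusive = no clear call, values can overlap the other calls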
Peg3 promoter = reduces Peg3 promoter-driven luciferase expression in HeLa. HeLa PEG-Prom luciferase reporter, luminescence, overnight. inhibition, % at 20 µM. actives 1.7% (n = 360,000);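 active = inhibition of at least 50% at 20 µM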
Vif imaging = blocks HIV Vif function; HEK293T cells, Vif self-association by quenched fluorescence, imaging, 24 h; inhibition, % at 7.49 µM; actives 0.35% (n = 340,000); AID 602346; in the data active = inhibition above about 50%, passing the limit was not always enough; inconclusive = no clear call, values can overlap the other calls; inactive = below about 31%; also: some results filed as inactive read as strong as hits
TRPM1 prom inh = inhibitors of MITF-driven TRPM1 promoter in melanoma cells | SK-MEL-5 TRPM1 promoter luciferase, 24 h | inhibition, % at 12.5 µM | actives 0.83% (n = 330,000);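 active = mean inhibition across replicates of 60% or more, whatever share of single replicates reaches that level; inconclusive = some that reach 60%, reason not given; inactive = mean inhibition across replicates below 60%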; also: values of inactives mirror those of a sister screen read the other way
NR2E3 ag-1 = activates human photoreceptor nuclear receptor NR2E3; Q9Y5X4; GST-NR2E3/biotin-RetCOR TR-FRET, 1536-well; inhibition of corepressor binding, % at 4.78 µM; actives 0.12% (n = 320,000); AID 2300;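 active = percent inhibition above the cutoff of mean plus 3 SD of all tested compounds, set per screening campaign, cut at about 20% in these data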;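 also: 0% = DMSO wells and 100% = biotin wells as full block of FRET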
Target sequence (Q9Y5X4 whole entry, looked up): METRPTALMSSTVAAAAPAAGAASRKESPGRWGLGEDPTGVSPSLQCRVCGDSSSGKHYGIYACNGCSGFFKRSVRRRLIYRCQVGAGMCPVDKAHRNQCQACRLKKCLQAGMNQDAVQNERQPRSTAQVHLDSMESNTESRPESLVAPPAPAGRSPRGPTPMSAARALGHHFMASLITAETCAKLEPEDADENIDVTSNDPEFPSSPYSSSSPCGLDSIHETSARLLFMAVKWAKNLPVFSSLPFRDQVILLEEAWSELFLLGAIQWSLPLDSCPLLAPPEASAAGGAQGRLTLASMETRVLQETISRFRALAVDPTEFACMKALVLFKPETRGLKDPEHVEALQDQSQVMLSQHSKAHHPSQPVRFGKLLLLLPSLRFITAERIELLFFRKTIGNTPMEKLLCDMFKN
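Material: NR2E3–RetCOR corepressor complex / Amount: 1.35 nM GST-NR2E3 / Medium: Tris pH 7.5 / Compound: single nominal compound dose of 4.8 µM / Incubation: 5 h at 4 °C / Technique: TR-FRET, Eu(K)-anti-GST donor, streptavidin-D2 acceptor, ex 340, em 617/671 nm / Read-out basis: percent loss of FRET ratio relative to control wells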
NR2E3 ag-2 = agonists of human NR2E3 nuclear receptor | Q9Y5X4 | CHO-S Gal4-NCOR/VP16-NR2E3 two-hybrid, luciferase | inhibition of corepressor binding, % at 3.98 µM | actives 0.35% (n = 360,000) | AID 602229;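 active = inhibition above the mean of all tested compounds plus 3 SD, cut at about 70% in these data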;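 also: 0% = DMSO with NR2E3 transfected cells and 100% = cells lacking NR2E3 construct; higher means lower luciferase signal from less NR2E3 corepressor binding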
iPSC survival up = hiPSC single-cell survival enhancement | ATPlite luminescence; 100% = ROCK inhibitor wells, 0% = DMSO | survival enhancement, % at 20 µM | actives 0.044% (n = 360,000) | AID 602274; in the data active = survival enhancement above about 18%;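 also: cells exposed to compounds for 16 hours before the ATP read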
aDG glyco up = increases alpha dystroglycan glycosylation; activation, % at 10 µM; Pro5-aDG cells, alpha-DG glycosylation AlphaScreen (IIH6); 0% Pro5, 100% B10-LARGE cell signal; actives 0.22% (n = 360,000); AID 624168;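 active = activation of at least 8% versus controls, or a plate z-score of at least 8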;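 also: Pro5 are CHO cells carrying HIG-tagged alpha-DG that lacks glycosylation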
PDI inh = PDI (human) enzyme inhibition. PDI insulin aggregation turbidity, A650, 90 min. inhibition, % at 10 µM. actives 0.052% (n = 350,000). AID 588391;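 active = mean inhibition across replicates of 30% or more, whatever share of single replicates reach that level; inconclusive = mean inhibition below 30% while every single replicate reaches 30%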;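 also: absorbance from insulin aggregation driven by PDI reduction with DTT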
Target sequence (P07237 whole entry, looked up): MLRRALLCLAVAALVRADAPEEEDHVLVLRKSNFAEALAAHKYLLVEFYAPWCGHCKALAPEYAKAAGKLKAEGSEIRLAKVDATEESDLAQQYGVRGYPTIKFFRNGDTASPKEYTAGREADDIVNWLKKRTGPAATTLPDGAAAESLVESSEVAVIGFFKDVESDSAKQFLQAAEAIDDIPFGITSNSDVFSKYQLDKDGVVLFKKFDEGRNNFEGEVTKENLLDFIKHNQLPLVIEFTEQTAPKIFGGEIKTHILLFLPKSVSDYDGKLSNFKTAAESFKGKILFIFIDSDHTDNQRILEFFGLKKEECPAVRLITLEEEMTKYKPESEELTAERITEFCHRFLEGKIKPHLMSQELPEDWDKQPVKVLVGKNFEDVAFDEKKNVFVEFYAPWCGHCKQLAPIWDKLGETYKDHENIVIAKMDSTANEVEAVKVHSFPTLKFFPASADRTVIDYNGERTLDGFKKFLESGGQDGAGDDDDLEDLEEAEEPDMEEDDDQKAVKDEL
HIF-2a inh = blocks HIF-2a reporter activity. 786-0 RCC cells HIF-2a reporter, luciferase luminescence, overnight. inhibition, % at 18.8 µM. actives 0.72% (n = 360,000). AID 624352;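 active = inhibition of the luminescence signal of 40% or more relative to plate controls, in a single-dose primary screen at 18.75 µM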
CaV13 ICDI inh = Disruptors of the CACNA1D IQ motif to Ca2+-dependent inactivation inhibitor domain association, primary screening, Förster resonance energy transfer in intact living …; actives 0.098% (n = 340,000); inhibition, % at 12.3 µM; HEK cells, CFP/YFP FRET ICDI-IQ, plate reader, 10 min; percent FRET-ratio fall versus neutral wells;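 active = mean replicate inhibition of at least 30% and at least 1% of replicates passing that level; inconclusive = only one of the two criteria is met; inactive = neither criterion is met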;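 also: 0% = median of the neutral control wells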
Numbers without * were called inactive; ? = inconclusive; · = not tested or not shown. An unsorted share of the library; about 3.5% have a hit in one of these screens.

mol	aDG glyco up	HIF-2a inh	iPSC survival up	NR2E3 ag-1	PDI inh	Granule exo inh	NR2E3 ag-2	TRPM1 prom inh	Vif imaging	Peg3 promoter	CaV13 ICDI inh
COCCCNC(=O)Cc1coc2ccc3ccccc3c12	0.0	6	-0.4	5	1	-2	-3	8	-2	11	1
COC(=O)CSCc1nc2ccccc2[nH]c1=O	0.6	-18	0.7	5	1	8	-19	·	·	-17	-7
Cc1ccc(S(=O)(=O)CC(O)COc2ccc(F)cc2Cl)cc1 (stereo unspecified)	-0.2	13	-0.3	2	7	-4	30	7	22	15	-9
NC(=O)c1c(NC(=O)c2cccnc2)sc2c1CCCCC2	-0.1	-205	0.0	-2	4	2	-72	-64	11	-211	-6
O=C(O)c1cccc(S(=O)(=O)Nc2ccc(Cc3ccncc3)cc2)c1	-0.2	2	1.9	·	-3	0	9	-9	11	-3	-6
O=C(O)CSC(C(=O)Nc1ccc(Br)cc1)c1ccc(Cl)cc1 (stereo unspecified)	-0.1	16	0.1	-3	-6	0	6	4	-3	3	-6
COc1ccc(C(=O)c2sc3nc(-c4ccc(OC)cc4)ccc3c2N)cc1	0.4	-45	-0.2	2	-1	3	-105	-11	20	-115	134*
CN(CC(=O)Nc1ccc(Cl)cc1)S(=O)(=O)c1ccc2c(c1)n(C)c(=O)c(=O)n2C	-0.1	11	-0.4	0	5	-3	-25	1	-3	0	-7
c1ccc(CCc2nc(-c3cccnc3)no2)cc1	-0.2	-170	-2.8	1	5	1	-47	-72	-5	-162	0
Cc1cccc2sc(N(CCCN(C)C)C(=O)CN3C(=O)c4ccccc4C3=O)nc12	0.0	4	-0.9	2	6	5	5	-2	-6	-38	-3
Cc1cc(S(=O)(=O)Nc2ccccc2C(=O)O)ccc1Cl	0.2	-55	1.9	6	1	2	-70	-7	2	-14	-8
CCN(CC)CCNC(=O)c1ccccc1C(=O)c1ncc[nH]1	0.1	21	-0.8	4	-2	-2	-15	1	2	8	-5
Cc1ccc(C(C)C)c(OCc2ccc(C(=O)N/N=C/c3cccc(O)c3O)cc2)c1	-0.4	71*	-1.1	1	1	-2	-7	83*	4	14	-3
C[C@@H]1CCC(=O)N(C[C@@H](C)CSc2ccc(Br)cc2)CC1	0.0	-26	6.4	5	-3	-5	9	-3	-3	7	-4
COc1ccc(NC(=O)N(C)C[C@@H]2OCc3cnnn3CCCC(=O)N([C@H](C)CO)C[C@@H]2C)c(OC)c1	-0.1	11	-2.6	·	-6	3	-16	·	-4	2	-3
COc1cccc(NC(=S)NC2CC3CCCC(C2)N3C2CCCC2)c1 (stereo unspecified)	-0.2	13	-2.1	2	7	10	0	7	-2	-2	-7
O=C(Cc1ccccc1)NNC(=S)Nc1ccccc1	-0.1	-8	1.0	2	23	-3	-7	-4	-3	-3	11
Cc1ccc(NC(=S)NNS(=O)(=O)c2ccc3ccccc3c2)cc1Cl	0.2	-13	-0.5	4	23	-2	6	-2	-2	-1	-4
O=C(N/N=C/C(Cl)=C/c1ccccc1)c1ccncc1	-0.3	-26	-0.8	1	2	1	11	6	2	-10	-4
COc1cccc(-c2nc3c(c(=O)[nH]c(=O)n3Cc3ccccc3)n2CCO)c1OC(F)F	-0.1	16	0.7	3	3	4	-6	1	8	19	-4
NC(=O)C1CCN(C(c2ccccc2F)c2nnnn2Cc2ccco2)CC1 (stereo unspecified)	0.0	16	-0.1	-3	-10	2	-6	-16	9	-1	-2
N#CCCn1cc(C(=O)Nc2ccc(C(=O)O)cc2)c(-c2cc3ccccc3o2)n1	0.0	8	-0.8	-1	-13	1	13	1	7	2	-16
CC(C)c1ccc(O)c(NC(=O)c2cncc(Br)c2)c1	0.0	-208	0.2	-1	1	-4	3	-4	-3	-102	-5
CN(C)C(=O)CCc1ccc2c3c([nH]c2c1)[C@]1(CCC2CCCC2)[C@@H](C(=O)N2CCOCC2)C[C@H](CC(=O)NCCC2=CCCCC2)C(=O)N1CC3	0.3	-8	5.1	·	5	0	-8	12	1	14	-6
O=C(Nc1ccccc1)c1cccc2c(Br)cccc12	0.1	-18	0.1	-3	-1	-5	-14	-4	-1	3	-2
O=C(O)[C@H](Cc1ccccc1)N1Cc2ccccc2C1=O	5.4	-20	-1.9	1	·	0	-27	·	-8	2	-3
O=c1[nH]c(=S)[nH]c2c1C(c1ccc(F)cc1)OC(CCOCc1ccccc1)C2 (stereo unspecified)	0.0	15	-1.6	·	·	-3	-10	·	·	-8	-3
CCOC(=O)c1c(C)c(C(=O)NCc2ccc(OC)cc2)c(C)n1C	0.1	10	2.4	-1	7	2	17	6	2	10	1
Cc1cccc(-n2nc(C)c3c2NC2=C(C(=O)CCC2)C3c2ccccn2)c1 (stereo unspecified)	0.1	15	1.0	6	1	2	-27	7	8	1	-3
CC1(C(=O)NS(=O)(=O)c2cccc(Cl)c2)CCN1C(=O)c1ccccc1CCc1ccccc1 (stereo unspecified)	0.0	9	-0.9	·	6	1	7	·	1	6	-6

Some of the entries so far, as labelled records:
canonical_smiles: COc1ccc(C(=O)c2sc3nc(-c4ccc(OC)cc4)ccc3c2N)cc1
  aDG glyco up: 0.4; HIF-2a inh: -45; iPSC survival up: -0.2; NR2E3 ag-1: 2; PDI inh: -1; Granule exo inh: 3; NR2E3 ag-2: -105; TRPM1 prom inh: -11; Vif imaging: 20; Peg3 promoter: -115; CaV13 ICDI inh: 134*

canonical_smiles: CN(CC(=O)Nc1ccc(Cl)cc1)S(=O)(=O)c1ccc2c(c1)n(C)c(=O)c(=O)n2C
  aDG glyco up: -0.1; HIF-2a inh: 11; iPSC survival up: -0.4; NR2E3 ag-1: 0; PDI inh: 5; Granule exo inh: -3; NR2E3 ag-2: -25; TRPM1 prom inh: 1; Vif imaging: -3; Peg3 promoter: 0; CaV13 ICDI inh: -7

New compounds follow
mol	aDG glyco up	HIF-2a inh	iPSC survival up	NR2E3 ag-1	PDI inh	Granule exo inh	NR2E3 ag-2	TRPM1 prom inh	Vif imaging	Peg3 promoter	CaV13 ICDI inh
COc1ccccc1S(=O)(=O)N1CCNC(=O)C1	-0.1	1	2.1	·	-5	-1	-45	13	-1	23	-4
O=C(CCSc1nnc(-c2ccncc2)o1)Nc1ccccc1Cl	-0.1	-1	4.2	3	-7	-3	12	-3	5	7	-5
CN1C(C(=O)NCc2cccc(C(F)(F)F)c2)CC2Cn3c(nc4cc(Cl)c(Cl)cc43)C21 (stereo unspecified)	0.3	9	-0.2	3	-1	15	10	-5	1	0	-14
COC(=O)C1(CO)NC(c2ccc(C)cc2)C2C(=O)N(c3ccccc3)C(=O)C21 (stereo unspecified)	0.0	17	-0.4	2	2	0	-3	6	0	24	-11
COc1ccc(CN(C)Cc2ccccc2)c(OC)c1OC	0.0	10	-2.1	-1	-5	1	1	1	-4	10	-3
COc1ccc(/C(=N/O)C(C)(C)NO)cc1	-0.1	17	0.2	0	-1	3	14	-18	-15	3	·
CCOC(=O)C1=C(C)C/C(=N\NC(=O)c2ccccc2O)CC1	0.0	-119	-0.5	-1	-8	5	-68	-60	19	-55	-15
COC(=O)Cn1nc(-c2ccccc2)c2ccccc21	0.0	-4	-2.2	1	2	2	-20	6	·	2	-8
CCN1CCN(c2ccc(S(=O)(=O)N3CCOCC3)cc2NC(=O)c2cc(Cl)nc3ccccc23)CC1	-0.1	17	-0.5	1	-8	10	-4	2	·	-11	-3
CCOC(=O)c1sc(NC(=O)c2cc3ccccc3o2)nc1C	0.0	-236	-0.3	3	4	7	-73	41	1	-153	7
CCCC(C)c1nnc(NC(=O)CN2C(=O)c3ccccc3C2=O)s1 (stereo unspecified)	0.2	8	-0.3	0	-1	6	-1	11	-1	2	-3
Cc1cc2nc3n(c2cc1C)CC1CC(C(=O)NCCC(C)C)N(C)C31 (stereo unspecified)	0.1	5	4.6	3	-5	-5	-22	0	-3	6	-5
Nc1cccnc1Sc1cccc(Cl)c1	-0.2	7	-0.5	0	-1	-3	-5	-6	14	-1	-4
O=C(CC1C(=O)NCCN1Cc1cccc(F)c1)NCCCN1CCCC1=O (stereo unspecified)	0.2	0	-0.4	1	-8	-2	-2	15	0	18	-5
Cc1ccc(NS(=O)(=O)c2ccc3c(c2)oc(=O)n3C)cc1F	0.1	6	0.7	0	·	-2	15	·	·	11	-7
CCC(C)N(C(=O)CSc1nc(C)c(C)c(C)c1C#N)C1CCS(=O)(=O)C1 (stereo unspecified)	0.1	6	0.0	3	1	4	-9	·	-3	13	-18
CC(C)(C)c1nnc(NS(C)(=O)=O)s1	-0.1	-14	-3.9	2	2	-5	-5	0	0	-61	-7
C/C=C/C=C/C(=O)OC(C)C(=O)Nc1cc([N+](=O)[O-])ccc1OC (stereo unspecified)	0.5	7	-0.5	1	-5	-4	-1	11	4	15	-4
O=c1ccn([C@@H]2O[C@H](CNCc3ccccc3OCc3ccc(Cl)cc3Cl)[C@@H](O)[C@H]2O)c(=O)[nH]1	0.0	1	0.8	·	·	0	-4	·	9	2	-3
CS(=O)(=O)N(CC(=O)N1CCCCCC1)c1ccc2c(c1)OCCO2	0.0	12	3.1	-2	8	-7	-2	-7	30	2	-7
Nc1ccc(-c2nnnn2-c2ccc(N)cc2)cc1	-0.2	14	-0.1	4	0	-4	-6	11	-5	9	-4
CC(=O)OCC(=O)C1(O)CCC2C3CC(C)C4=CC(=O)C=CC4(C)C3=CCC21C (stereo unspecified)	-0.4	21	0.0	·	12	-1	-21	-5	-1	-1	-5
Cc1ccc(CNC(=O)C2=CCN(S(=O)(=O)c3ccc(C)cc3)CC2)cc1	-0.1	4	-1.2	4	-3	5	2	-4	1	-1	-11
CC1CCC(C(C)C)C(OC(=O)COC(=O)c2cc(O)ccc2N)C1 (stereo unspecified)	-0.4	0	-1.1	5	-1	0	-19	12	7	20	-4
COc1cc(/C=C/c2ccc3cccc([N+](=O)[O-])c3n2)ccc1OCC(=O)O	0.0	7	-0.8	-4	0	-1	-13	17	-7	16	-5
Cc1ccc(S(=O)(=O)N2CCN(C(=O)COC(=O)c3ccccc3Cl)CC2)c(C)c1	0.4	7	0.1	-3	1	1	11	-7	17	-4	-6
COc1cc(C(=O)N2c3ccccc3CCC2C)cc(OC)c1OC (stereo unspecified)	0.0	11	-0.4	0	1	-1	-20	22	-17	3	-2
COc1ccc(C(=O)NCCC(C)C)cc1S(=O)(=O)N1CCOCC1	-0.3	0	-1.3	1	10	5	-12	2	?	0	-3
Cc1oc(-c2cccs2)[n+]([O-])c1C	0.2	-6	1.9	0	2	-2	-11	-6	-3	-4	-4
O=C1COCC(=O)N1CCc1c[nH]c2ccccc12	-0.2	-4	-0.4	1	3	-1	-14	8	-1	5	-5
